Bioassay records as filed in PubChem BioAssay.
NFkB transloc inh = blocks IL-1B driven NFkB nuclear translocation in HUVEC cells. HUVEC IL-1B NFkB p65 nuclear translocation imaging. inhibition, % at 2 µM. 94,000 compounds, 0.43% hits;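 active = inhibition above about 30% together with a positive call from visual inspection of the well image, limit read from the data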;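 also: nuclear over cytoplasmic p65 intensity ratio measured by imaging; 0% = IL-1B stimulated DMSO wells and 100% = unstimulated DMSO wells; values of inactives mirror those of a sister screen read the other way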
MRP reversal = compounds reversing MRP-mediated drug resistance | AID 602 | differential viability (reversal), % at 10 µM | H69AR cells + 2 uM doxorubicin, CellTiter-Glo, 72 h | 85,000 compounds, 0.04% hits;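 active = viability drop by adding the cancer drug above about 55%, with treated viability meeting a 40% cutoff, limit read from the data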;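 also: viability without doxorubicin minus viability with 2 µM doxorubicin for each compound; larger differential means the compound sensitizes cells more to doxorubicin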
Bcl-B displacement = displacers of TR3 peptide from Bcl-B, primary screen, selectivity assay for Bfl-1 inhibitor project, biochemical, fluorescence polarization; FP displacement of FITC-TR3 peptide from Bcl-B; higher % means a stronger effect; AID 748; displacement, % at 20 µM, or IC50 in µM where a hit was titrated; 96,000 compounds, 0.11% hits;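 active = displacement above 50% at 20 µM plus a fluorescence interference ratio under 1.5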;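 also: plate controls were wells without compound for no effect and wells lacking Bcl-B protein for full effect; a part of the inactive calls stands beside numbers as strong as those of hits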
NFkB transloc pot = enhances IL-1B driven NFkB nuclear translocation | HUVEC IL-1B NFkB p65 nuclear translocation imaging | activation, % at 2 µM | 94,000 compounds, 0.3% hits | AID 819;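 active = activation above 40%, about the mean plus 3 SD, also judged a hit on visual image review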;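 also: percent activation is computed from the nuclear over cytoplasmic p65 intensity ratio; values of inactives mirror those of a sister screen read the other way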
PLAP inhibition = PLAP enzyme inhibitors, biochemical, luminescence, HTS (AID 690) | purified PLAP, luminescent substrate; higher % means a stronger effect | inhibition, % at 20 µM; hits with a dose series show IC50 in µM | 96,000 compounds, 0.08% hits; in the data active = a potency from the dose series; inactive = the rest, 99 in 100 with inhibition below about 30%; also: strong numbers were not always called active
MRP reversal cytotoxicity = second read-out of MRP reversal, no call of its own (marks repeat the call); viability, %; H69AR cells, CellTiter-Glo, 72 h; measured here: cytotoxicity without doxorubicin
MRP reversal with doxorubicin = second read-out of MRP reversal, no call of its own (marks repeat the call); viability, %; measured here: viability with 2 uM doxorubicin; stronger effect = lower value
NFkB transloc inh cell count 2 µM = second read-out of NFkB transloc inh, no call of its own (marks repeat the call); cell count; measured here: cells passing quality filter;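 raw number of nuclei counted in each imaged well without normalization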
NFkB transloc pot cell count 2 µM = second read-out of NFkB transloc pot, no call of its own (marks repeat the call); cell count; measured here: cells passing quality filter
Active calls of the source: *; . = no result given. Not all compounds are listed. The share of hits here may be higher or lower than overall.

Under each structure – NFkB transloc inh	NFkB transloc inh cell count 2 µM	MRP reversal	MRP reversal cytotoxicity	MRP reversal with doxorubicin	Bcl-B displacement	NFkB transloc pot	NFkB transloc pot cell count 2 µM	PLAP inhibition
[1] CCOC(=O)N1CCN(C(=O)C(C)SCc2ccccc2)CC1 (configuration not stated)
→ 9	126	.	.	.	-12%	-9	126	2%
[2] c1ccc2c(Oc3ccc4c(c3)OCO4)nncc2c1
→ 5	154	4	84	80	10%	-5	154	-4%
[3] CCCCOC(=O)C1=C(C)NC2(O)c3ccccc3C(=O)C12O (configuration not stated)
→ -5	188	-6	96	102	-9%	5	188	-18%
[4] COc1cccc(OC)c1C(=O)n1nc(C)cc1C
→ -6	153	10	100	90	-8%	6	153	-7%
[5] CCCCn1nnnc1SCC(=O)Nc1ccc(F)cc1
→ -5	157	-7	98	105	3%	5	157	27%
[6] COc1ccccc1CNC(=O)c1cccs1
→ -2	162	.	.	.	-10%	2	162	5%
[7] CC(=O)c1cccc(NC(=O)CN2C(=O)NC3(CCCCCCC3)C2=O)c1
→ 11	194	-19	58	77	6%	-11	194	-10%
[8] Cn1ncc(Cl)c1C(=O)Nc1ccc(Cl)cn1
→ 6	147	4	97	93	.	-6	147	.
[9] Cn1c(C(=O)NC2CCCCC2)cc2c(=O)n(C)c3ccccc3c21
→ -16	174	-5	11	16	-2%	16	174	-16%
[10] O=C(O)CC(C(=O)Nc1cccc(C(F)(F)F)c1)C1CCCO1 (configuration not stated)
→ 1	175	-4	98	102	-1%	-1	175	-41%
[11] CCOC(=O)C(C)CC(C)C(=O)N1CCOCCOCCN(C(=O)C(C)CC(C)C(=O)OCC)CCOCC1 (configuration not stated)
→ -7	173	-8	78	86	-6%	7	173	-35%
[12] O=C(Oc1ccc(-c2nccc(-c3ccccn3)n2)cc1)c1cccc(C(F)(F)F)c1
→ 0	188	.	.	.	-4%	0	188	6%
[13] Cn1c(Cc2ccccc2)nnc1SCC(=O)Nc1ccc2c(c1)OCO2
→ 1	170	6	90	85	-1%	-1	170	19%
[14] FC(F)(F)c1nnc2ccc(NCn3nnc4ccccc43)nn12
→ -34	139	-1	82	83	4%	34	139	-16%
[15] Cc1ccc2nc3c(c(N)c2c1)CCN3c1ccccc1
→ 0	174	-16	73	89	2%	0	174	19%
[16] CCN(CC)c1ccc(N2C(=O)/C(=C/c3cccnc3)SC2=S)cc1
→ -6	112	.	.	.	6%	6	112	-16%
[17] COc1ccc(-n2c(Cc3cccn3C)nnc2SCC(=O)NCc2ccc(F)cc2)cc1
→ .	.	3	97	94	2%	.	.	-51%
[18] Cc1ccc(NC(=O)c2ccccc2)cc1OC(=O)c1ccccc1
→ -3	180	.	.	.	-8%	3	180	17%
[19] CCC(CC)NC(=O)Cc1ccccc1[N+](=O)[O-]
→ -1	88	.	.	.	-5%	1	88	-6%
[20] CCc1ccc(C2CC(=O)N3CN(c4ccccc4)CSC3=C2C#N)cc1 (configuration not stated)
→ -22	182	15	91	76	-8%	21	182	4%
[21] CC1Oc2ccccc2N(CC(=O)NCC2CCCO2)C1=O (configuration not stated)
→ 0	141	.	.	.	3%	0	141	-2%
[22] O=C(CSCCO)Nc1ccc(C2CCCCC2)cc1
→ .	.	2	93	91	14%	.	.	-17%
[23] COc1ccc(-n2cnnc2SCC(=O)c2cc(C)n(Cc3cccs3)c2C)cc1
→ -6	182	7	91	84	-14%	6	182	-66%
[24] CCNC(=O)Nn1c(-c2ccccc2)nc2ccccc2c1=O
→ 11	123	.	.	.	-4%	-11	123	-6%
[25] Cc1ccc(-c2csc(NC(=O)c3cccc(S(=O)(=O)N4CCN(C)CC4)c3)n2)cc1
→ .	.	11	67	56	2%	.	.	9%
[26] COc1ccc(N2CCN(C(=O)CCc3nc(-c4ccc(C)cc4)no3)CC2)cc1
→ -16	199	17	98	82	8%	16	199	-17%
[27] O=C1Nc2ccccc2C12NCCc1c2[nH]c2ccccc12 (configuration not stated)
→ 5	154	-5	89	94	-8%	-5	154	11%
[28] CC1=CC=CC2=NC(=O)CC(C)(C(=O)N(CC(=O)NC3CCCC3)c3ccccc3C)N12 (configuration not stated)
→ 4	167	-11	86	97	9%	-4	167	-15%
[29] CCOC(=O)CCC(=O)N1CCOCCOCCN(C(=O)CCC(=O)OCC)CCOCC1
→ -19	71	2	93	91	20%	19	71	5%
[30] CNC(=O)NC1CCCCc2sccc21 (configuration not stated)
→ 4	173	7	95	88	11%	-4	173	2%
[31] O=C(Nc1ccc2c(c1)OCO2)C1COc2ccccc2O1 (configuration not stated)
→ -15	120	-9	78	87	21%	15	120	19%
[32] CCCNC(=O)CC(NS(=O)(=O)c1ccc(Cl)cc1)c1ccco1 (configuration not stated)
→ -6	137	16	102	86	-15%	6	137	18%
[33] CCOc1ccc(NC(=O)c2ccc(F)c(S(=O)(=O)N3CCN(c4ccccn4)CC3)c2)cc1
→ -16	137	-8	81	89	9%	16	137	2%
[34] COCCn1c(NCc2ccccc2)nc2c1c(=O)[nH]c(=O)n2C
→ 0	61	10	92	82	-2%	0	61	16%
[35] CCCc1cc(C(=O)Nc2ccc(F)cc2F)no1
→ 7	153	-1	96	97	8%	-7	153	5%
[36] O=C(CN1C2CCC1CC(NC(=O)NC1CCCCC1)C2)NC1CC1 (configuration not stated)
→ -28	162	-9	94	103	-3%	28	162	-37%
[37] Cc1cccc(-n2nc([N+](=O)[O-])c(=NCc3cccnc3)n2O)c1
→ 1	130	.	.	.	3%	-1	130	12%
[38] O=C(NCc1ccccc1)NC(=O)c1ccncc1
→ -3	134	-14	75	89	-5%	3	134	-39%
[39] Cc1ccc(NC(=O)CC2Nc3ccccc3NC2=O)cc1Cl (configuration not stated)
→ -10	128	.	.	.	-10%	10	128	-39%
[40] CC(C)(C)NC(=O)CSc1nnc(C2CC2)n1Cc1ccccc1
→ .	.	18	102	84	5%	.	.	-8%
[41] O=C1OC2CCC1(c1ccccc1)C2 (configuration not stated)
→ -21	140	-6	99	105	.	21	140	.
[42] Cn1c(Cn2c(=O)sc3ccccc32)nnc1SCc1ccccc1F
→ -11	139	11	91	80	0%	11	139	9%
[43] c1ccc(-c2nc(N3CCCCCC3)nc(-n3ccnc3)n2)cc1
→ -16	176	-1	1	2	4%	16	176	-19%
[44] CCCC1COC(Cn2cncn2)(c2ccc(C)cc2)O1 (configuration not stated)
→ .	.	14	92	78	-2%	.	.	-1%
[45] CC(C)CCn1nnnc1C(c1ccccc1)N1CCN(C)CC1 (configuration not stated)
→ .	.	5	95	90	11%	.	.	-5%
[46] CC1CCN(CCCNC(=O)c2ccc3c(=O)n(CCc4ccccc4)c(=O)[nH]c3c2)CC1
→ -8	176	5	92	87	3%	8	176	1%
[47] COc1c(S(=O)(=O)N2CCCCC2)ccc2c(S(=O)(=O)N3CCCCC3)cccc12
→ 0	102	0	70	69	.	0	102	.
[48] Cc1noc(C)c1COC(=O)CCN1c2ccccc2Sc2ccccc21
→ 6	178	3	94	90	-21%	-5	178	-43%
[49] Cc1ccc(C)c(C(=O)COC(=O)c2ccc(Br)o2)c1
→ 10	51	12	94	81	0%	-10	51	26%
[50] O=[N+]([O-])c1ccc(O)c(-c2nc(-c3ccccc3)c(-c3cccs3)[nH]2)c1
→ 3	168	.	.	.	-3%	-3	168	-33%
[51] CCCCOc1ccccc1C1C(C(=O)OC)=C(C)N(C)C(C)=C1C(=O)OC
→ -14	123	21	90	69	.	13	123	.
[52] COc1cc2c(cc1NC(=O)CC1SC(N3CCCC3)=NC1=O)oc1ccccc12 (configuration not stated)
→ 5	197	-2	68	70	-17%	-5	197	-49%
[53] Cc1ccc(N2C(=O)CC3(CC4C=CC3C4)C2=O)cc1 (configuration not stated)
→ .	.	3	101	97	1%	.	.	19%
[54] CCOC(=O)c1ccc(NS(=O)(=O)c2c(C)n(C)c(=O)n(C)c2=O)cc1
→ 4	57	1	94	92	.	-4	57	.
[55] Cc1cc(SCC(=O)c2cc3ccccc3o2)nc2ccccc12
→ -6	192	2	76	74	-13%	6	192	-19%
[56] O=C(COc1cc(Cl)c(Cl)cc1Cl)Nn1cnnc1
→ -7	159	13	107	94	-4%	7	159	6%
[57] COC(=O)c1ccc(N/C=C/C(=O)c2ccc(OC)c(OC)c2)cc1
→ 7	107	.	.	.	-3%	-7	107	-12%
[58] O=C(Nn1cnc2ccccc2c1=O)C1CCCCC1
→ 4	133	22	110	88	1%	-4	133	-8%
[59] CCOc1ccc(CCNC(=O)CCn2cccc2)cc1OCC
→ -34	122	.	.	.	1%	34	122	-20%
[60] Cc1ccc(NC(C#N)c2ccccc2OCc2ccccc2)cc1 (configuration not stated)
→ 1	67	.	.	.	15%	-1	67	-5%

Filtered by structure, those above with a halogen (13)
Under each structure – NFkB transloc inh	NFkB transloc inh cell count 2 µM	MRP reversal	MRP reversal cytotoxicity	MRP reversal with doxorubicin	Bcl-B displacement	NFkB transloc pot	NFkB transloc pot cell count 2 µM	PLAP inhibition
[5] CCCCn1nnnc1SCC(=O)Nc1ccc(F)cc1
→ -5	157	-7	98	105	3%	5	157	27%
[8] Cn1ncc(Cl)c1C(=O)Nc1ccc(Cl)cn1
→ 6	147	4	97	93	.	-6	147	.
[10] O=C(O)CC(C(=O)Nc1cccc(C(F)(F)F)c1)C1CCCO1 (configuration not stated)
→ 1	175	-4	98	102	-1%	-1	175	-41%
[12] O=C(Oc1ccc(-c2nccc(-c3ccccn3)n2)cc1)c1cccc(C(F)(F)F)c1
→ 0	188	.	.	.	-4%	0	188	6%
[14] FC(F)(F)c1nnc2ccc(NCn3nnc4ccccc43)nn12
→ -34	139	-1	82	83	4%	34	139	-16%
[17] COc1ccc(-n2c(Cc3cccn3C)nnc2SCC(=O)NCc2ccc(F)cc2)cc1
→ .	.	3	97	94	2%	.	.	-51%
[32] CCCNC(=O)CC(NS(=O)(=O)c1ccc(Cl)cc1)c1ccco1 (configuration not stated)
→ -6	137	16	102	86	-15%	6	137	18%
[33] CCOc1ccc(NC(=O)c2ccc(F)c(S(=O)(=O)N3CCN(c4ccccn4)CC3)c2)cc1
→ -16	137	-8	81	89	9%	16	137	2%
[35] CCCc1cc(C(=O)Nc2ccc(F)cc2F)no1
→ 7	153	-1	96	97	8%	-7	153	5%
[39] Cc1ccc(NC(=O)CC2Nc3ccccc3NC2=O)cc1Cl (configuration not stated)
→ -10	128	.	.	.	-10%	10	128	-39%
[42] Cn1c(Cn2c(=O)sc3ccccc32)nnc1SCc1ccccc1F
→ -11	139	11	91	80	0%	11	139	9%
[49] Cc1ccc(C)c(C(=O)COC(=O)c2ccc(Br)o2)c1
→ 10	51	12	94	81	0%	-10	51	26%
[56] O=C(COc1cc(Cl)c(Cl)cc1Cl)Nn1cnnc1
→ -7	159	13	107	94	-4%	7	159	6%

Values by screen from the list.
Compounds 49 to 58 in PLAP inhibition read 26%, -33%, ., -49%, 19%, ., -19%, 6%, -12%, -8%
Compounds 49 to 58 in MRP reversal read 12, ., 21, -2, 3, 1, 2, 13, ., 22
